Scp1 inh = inhibitors of human Scp-1 phosphatase. Q9GZU7. inhibition, % at 20 µM. Recombinant Scp1, phosphopeptide, malachite green phosphate absorbance. AID 493091. 0.88% of 340,000 active;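 active = inhibition above about 50% at 20 µM, limit read from the data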;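 also: plate controls were DMSO wells with enzyme for no effect and wells lacking enzyme for full effect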
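System: truncated SCP-1 phosphatase (76-261aa); medium: Tris acetate buffer pH 5.5 with MgCl2 and Tween-20; incubation: 45 min room-temperature reaction, 5 min colour, 30 min stabiliser; compound: single 20 µM dose, 1% DMSO; reagent: Phosphorylated 17-residue peptide substrate; read-out: % inhibition at 20 µM; technique: colorimetric free-phosphate detection, absorbance 630 nm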
Rpn11 inh = blocks the human proteasome subunit Rpn11 | AID 588493 | human 26S proteasome, Ub4-pepOG fluorescence polarization; 20S core pre-blocked with epoxomicin | O00487 | calls only at 20 µM | 0.59% of 360,000 active;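 active = inhibition at 20 µM, scaled to each plate's controls, above about 33%, limit read from the data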
MT1-MMP act inh = MT1-MMP (human) activation inhibition. P50281. HT1080 RFP-PRO-GFP cells, GFP/RFP ratio fluorescence, overnight; percent of plate control window, DMSO zero. GFP/RFP ratio change, % at 20 µM. 0.061% of 360,000 active. AID 651647;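 active = GFP/RFP ratio change of at least 30% with cell ATP level not reduced by more than half and red fluorescence within 50% of control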; also: strong numbers were not always called active
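system = RFP-PRO-GFP reporter HT1080 cells | dosing = 20 µM single dose, 1% DMSO | timing = overnight cell settling, then overnight compound exposure, 37 °C, 5% CO2 | read-out basis = GFP/RFP fluorescence ratio | controls = DMSO and RFP-L50D-GFP cell wells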
LMPTP block = LMPTP (human) inhibition; inhibition, % at 20 µM; 0.22% of 360,000 active; recombinant LMPTP-A, OMFP fluorogenic substrate, fluorescence intensity; P24666;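 active = compounds that cut the enzyme signal by at least half of the control window in the single-dose screen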;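 also: plate controls were DMSO wells with enzyme plus substrate for no effect and substrate without enzyme for full effect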
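material = LMPTP-A | quantity = 0.625 nM enzyme | reagent = OMFP substrate, 400 µM final | buffer or medium = Bis-Tris pH 6.0, DTT, detergent | detection = endpoint fluorescence intensity from OMFP dephosphorylation | dosing = single 20 µM dose | read-out basis = % inhibition relative to no-enzyme and uninhibited control wells | control set = no-enzyme and uninhibited controls | timing = 50 min at room temperature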
DNMT1 block = inhibitors of human DNMT1; P26358; AID 588458; 0.83% of 360,000 active; inhibition (reported as % activation of signal), % at 10 µM; DNMT1 molecular beacon, Hinp1I cleavage, fluorescence; in the data active = inhibition above about 50%
Target sequence (P26358 504-1616 limits assumed): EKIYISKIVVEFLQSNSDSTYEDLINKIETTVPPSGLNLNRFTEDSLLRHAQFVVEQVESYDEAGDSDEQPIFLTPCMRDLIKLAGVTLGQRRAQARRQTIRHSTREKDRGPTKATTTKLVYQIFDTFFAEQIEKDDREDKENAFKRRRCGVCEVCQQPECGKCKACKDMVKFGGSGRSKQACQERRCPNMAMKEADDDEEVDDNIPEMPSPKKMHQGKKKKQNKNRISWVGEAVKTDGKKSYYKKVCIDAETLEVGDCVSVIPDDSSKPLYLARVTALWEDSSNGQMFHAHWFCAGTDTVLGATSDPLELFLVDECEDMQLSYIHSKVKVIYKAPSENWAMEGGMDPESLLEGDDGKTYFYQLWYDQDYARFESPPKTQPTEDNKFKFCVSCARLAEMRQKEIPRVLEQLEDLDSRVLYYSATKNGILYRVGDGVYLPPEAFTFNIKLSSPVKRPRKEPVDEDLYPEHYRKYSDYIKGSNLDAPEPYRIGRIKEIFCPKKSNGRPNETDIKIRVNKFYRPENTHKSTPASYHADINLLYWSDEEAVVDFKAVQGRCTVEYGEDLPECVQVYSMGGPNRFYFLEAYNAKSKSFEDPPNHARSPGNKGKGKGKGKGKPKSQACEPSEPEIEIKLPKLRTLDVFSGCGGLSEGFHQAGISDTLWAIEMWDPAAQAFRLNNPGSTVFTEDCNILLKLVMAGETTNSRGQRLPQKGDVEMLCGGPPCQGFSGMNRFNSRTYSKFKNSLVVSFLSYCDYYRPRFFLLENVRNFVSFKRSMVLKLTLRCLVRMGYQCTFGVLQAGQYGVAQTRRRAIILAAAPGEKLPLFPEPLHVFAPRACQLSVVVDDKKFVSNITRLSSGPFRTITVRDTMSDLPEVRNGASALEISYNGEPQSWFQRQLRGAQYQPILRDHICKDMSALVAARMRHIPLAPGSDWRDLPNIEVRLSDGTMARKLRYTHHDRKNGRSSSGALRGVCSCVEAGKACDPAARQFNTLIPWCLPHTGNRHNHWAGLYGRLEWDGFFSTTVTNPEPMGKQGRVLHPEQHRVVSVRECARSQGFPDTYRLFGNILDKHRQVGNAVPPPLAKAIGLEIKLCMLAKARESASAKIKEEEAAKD
SUMO1-SIM PPI = alters human SUMO1 binding to SIM partners | P63165 | SUMO1 binding to a labelled peptide, TR-FRET, 1 h | inhibition, % at 20 µM | 0.33% of 360,000 active | AID 602429; in the data active = inhibition above about 37%
NRP1-CendR mod = modulators of CendR peptide binding to human neuropilin-1; O14786; FAM-RPARPAR peptide binding to NRP-1, fluorescence polarization; inhibition, % at 25 µM; 0.85% of 360,000 active; AID 602438;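 active = inhibition or corrected inhibition above about 18%, plus a signal ratio from 0.5 to 1.5, limit read from the data, passing the limit was not always enough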; also: strong numbers were not always called active
STEP inh = inhibitors of human striatal-enriched phosphatase STEP | recombinant STEP, OMFP fluorogenic substrate, fluorescence | inhibition, % at 20 µM | 0.25% of 360,000 active | AID 588621;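 active = inhibition at 20 µM, scaled per plate between control wells, above about 37%, limit read from the data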;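 also: 0% = DMSO with enzyme and substrate and 100% = substrate only without enzyme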
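Assay system: isolated STEP enzyme. Buffer or medium: pH 6.0 Bis-Tris with DTT and Tween 20. Also added: fluorogenic phosphatase substrate OMFP at 25 µM final. Dosing: 20 µM, 1% DMSO. Timing: 20 min reaction, room temperature, in the dark. Measured by: fluorescence intensity, excitation 480 nm, emission 540 nm. Evaluation: normalized % inhibition.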
SKN-1 block = C. elegans SKN-1 inhibition. C. elegans VP596 Pgst-4::GFP/RFP ratio, acrylamide-induced, 24 h. inhibition, % at 21.8 µM. 0.49% of 360,000 active;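 active = interference check ratio from 0.5 to 1.5 plus GFP to RFP signal ratio inhibition reaching or exceeding a fixed threshold, cut at about 30% in these data, passing the limit was not always enough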; also: some compounds called inactive have numbers as strong as hits
NadD inh = blocks S. aureus nicotinate mononucleotide adenylyltransferase; purified NadD enzyme, colorimetric absorbance read-out; inhibition, % at 20 µM; 0.78% of 360,000 active; AID 602399; in the data active = inhibition above about 26%; also: some compounds past the cut are filed as inactive
Numbers without * were called inactive; i = inactive; x = no result given; + = active, no number.

SMILES	Scp1 inh	Rpn11 inh	MT1-MMP act inh	LMPTP block	DNMT1 block	SUMO1-SIM PPI	NRP1-CendR mod	STEP inh	SKN-1 block	NadD inh
Cc1ccccc1OCC(=O)N/N=C/c1ccncc1	-12	i	-3	-1.9	4	-5	6	-6	-2	-4
Cn1nc(C(=O)NNC(=O)COc2ccccc2)c2ccccc2c1=O	-8	i	5	-1.4	-1	1	-6	-1	3	-4
COc1ccccc1NC(=O)C1=C(C)NC(=O)NC1c1ccc(C)cc1 (stereo not given)	-10	i	2	0.5	-1	5	-14	3	-9	3
CCCNC(=O)c1c(N)n(-c2ccc(S(N)(=O)=O)cc2)c2nc3ccccc3nc12	-4	i	1	2.6	0	-6	-9	1	9	1
CCCNC(=O)C1(C)CCCN(Cc2ccc3ccccc3c2)C1 (stereo not given)	x	i	0	-1.2	-1	0	-5	-1	-2	0
Cc1cc2nc(-c3ccc(SCc4ccccc4C#N)nc3)[nH]c2cc1C	0	i	-1	2.4	30	9	-18	3	14	9
CCOC(=O)c1c(-c2ccc(OC)cc2)oc2cc(Br)c(O)cc12	-10	i	0	0.9	-3	-15	0	-2	1	0
CC(C)C(C)NC(=O)CN1C(=O)NC2(CCCCCC2)C1=O (stereo not given)	0	i	0	-0.1	6	7	4	-2	-11	-2
Cc1ccc2nc(SCC(=O)N3CCCC3)nc(=O)n2c1	-1	i	-1	-1.8	2	-9	14	-2	-13	-4
Cc1cccc(NS(=O)(=O)c2ccc(C(=O)NCCCN3CCOCC3)cc2)c1C	-5	i	4	-3.7	0	3	-2	0	-6	-4
Cc1nc(-c2cn[nH]c2)c2cc(C)oc2n1	-7	i	-2	-1.1	1	4	1	4	-16	0
CC(=O)Oc1ccc(S(=O)(=O)c2ccc(OC(C)=O)cc2)cc1	7	i	-5	0.6	1	0	-12	-1	0	0
COc1ccc(CCNC(=O)CSc2ccc(-c3cccs3)nn2)cc1	-5	i	-1	-1.3	3	-13	8	2	8	-5
O=C(C1CC1)N1CCN=C1SCc1cccc(C(F)(F)F)c1	-6	i	-5	-1.2	0	-3	4	1	-23	-6
O=C(Nc1cccc(Cl)c1)NC1CC2CCC(C1)N2Cc1cccs1 (stereo not given)	-11	i	2	0.5	1	-2	12	0	6	-5
CCOC(=O)C(C(=O)OCC)C1CCS(=O)(=O)C1 (stereo not given)	-5	i	7	0.5	1	6	-7	-2	-3	4
CSCCC(C(=O)Nc1c(C)cccc1C)n1c(COc2ccc(C)cc2)nc2ccccc21 (stereo not given)	x	x	-16	5.3	x	-1	-3	x	-3	x
COC(=O)[C@H](CCSC)NC(=O)Cn1cc(C)c(=O)[nH]c1=O	1	i	1	-1.0	-22	-3	1	-1	-9	0
CC1CC(C)(C)CC2(C1)NC(=O)N(CC(=O)NCC(c1ccco1)N1CCCCC1)C2=O (stereo not given)	-7	i	1	1.4	0	-2	-4	2	-15	-9
Cc1nc2c(C)cccc2c2c1CCN2c1ccccc1F	6	i	-2	-0.1	3	-7	0	-3	-3	-3
C/C(CC(=O)Nc1cc(C)ccn1)=N\NC(=O)c1ccc(C(C)(C)C)cc1	-4	i	-1	1.2	0	3	1	3	-5	2
COc1ccc([C@H]2CC(=O)C=C(c3ccc(Cl)c(C(F)(F)F)c3)C2)cc1	-14	i	x	6.6	2	-9	3	2	2	-9
COCCN(C(=O)COC(=O)CCOc1ccccc1)c1c(N)n(Cc2ccccc2)c(=O)[nH]c1=O	2	i	-1	-0.6	-1	-4	4	-2	12	2
CCCCC(=O)Nc1ccc(C(=O)Nc2ccc3c(c2)OCO3)cc1	-2	i	2	-3.8	-6	-3	8	-3	0	2
CCOC(=O)CN(C(=O)CNC(=O)c1ccco1)C(C(=O)NC1CCCCC1)c1cccc(OC)c1 (stereo not given)	-8	i	0	-0.8	7	3	0	0	1	-7
NC(=O)C1CCN(C(=O)CCSCc2ccccc2)CC1	-5	i	-4	-2.8	-5	0	3	0	-6	-8
COc1cc(NC(=O)[C@H]2CSCN2C(=O)[C@@H]2CCC(=O)N2)cc(OC)c1OC	1	i	2	1.4	4	-1	8	1	-4	5
COc1ccc(NS(=O)(=O)c2ccc(F)c(F)c2F)cc1S(=O)(=O)N1CCOCC1	-3	i	-1	-0.1	1	4	1	-3	-2	2
COc1cccc(N2CCN(c3ccc4nnc(CCC(=O)N5CCC(C)CC5)n4n3)CC2)c1	-2	i	2	-0.3	-2	5	10	-3	10	7
O=C(O)Cn1c2c(c3ccccc31)CSc1ccc(Cl)cc1-2	0	i	2	0.5	3	5	-2	4	2	5
COc1c(C)cc(Br)cc1C(=O)Nc1ccc(C)cc1[N+](=O)[O-]	-3	i	0	-1.6	3	-1	-10	-1	0	7
Cc1ccccc1OCCN1CCCC1	-9	i	-1	-3.4	1	0	1	-2	3	-3
CCO[C@H]1OC(C(N)=O)=C[C@@H](c2ccccc2)[C@@H]1CCCO	-5	i	2	-0.9	9	-1	4	0	7	-6
CCCCN(CCCC)C(=O)CCS(=O)(=O)c1ccc2c(c1)n(C)c(=O)c(=O)n2C	4	i	6	-2.4	1	1	6	-5	-4	7
O=C(CCS(=O)(=O)Cc1ccc(Cl)cc1)NCCc1ccccc1	-7	i	2	3.9	-1	3	-4	-3	2	-2
COc1ccccc1CNC(=O)CCN=C1NS(=O)(=O)c2ccccc21	-6	i	0	-1.2	0	1	13	-3	7	-3

Part of the list above, in markdown.
| structure | Scp1 inh | Rpn11 inh | MT1-MMP act inh | LMPTP block | DNMT1 block | SUMO1-SIM PPI | NRP1-CendR mod | STEP inh | SKN-1 block | NadD inh |
| --- | --- | --- | --- | --- | --- | --- | --- | --- | --- | --- |
| CC1CC(C)(C)CC2(C1)NC(=O)N(CC(=O)NCC(c1ccco1)N1CCCCC1)C2=O (stereo not given) | -7 | i | 1 | 1.4 | 0 | -2 | -4 | 2 | -15 | -9 |
| Cc1nc2c(C)cccc2c2c1CCN2c1ccccc1F | 6 | i | -2 | -0.1 | 3 | -7 | 0 | -3 | -3 | -3 |
| C/C(CC(=O)Nc1cc(C)ccn1)=N\NC(=O)c1ccc(C(C)(C)C)cc1 | -4 | i | -1 | 1.2 | 0 | 3 | 1 | 3 | -5 | 2 |
| COc1ccc([C@H]2CC(=O)C=C(c3ccc(Cl)c(C(F)(F)F)c3)C2)cc1 | -14 | i | x | 6.6 | 2 | -9 | 3 | 2 | 2 | -9 |

The listing continues.
SMILES	Scp1 inh	Rpn11 inh	MT1-MMP act inh	LMPTP block	DNMT1 block	SUMO1-SIM PPI	NRP1-CendR mod	STEP inh	SKN-1 block	NadD inh
Cn1cc(C(=O)NC2CCCCC2)c(=O)c2cc(S(=O)(=O)N3CCCC3)ccc21	-11	i	0	0.1	-2	2	-13	5	9	3
N#CC1=C(SCC(=O)c2ccc(Cl)cc2)NC2=C(C(=O)CCC2)C1c1ccco1 (stereo not given)	-13	i	-37	2.8	-11	-13	-2	5	14	5
COc1ccc(CCn2c(N)c(C(=O)NCc3ccco3)c3nc4ccccc4nc32)cc1	-3	+	-29	4.4	-35	8	-21	0	0	11
O=C(CCn1cccc1)NCc1ccc(Cl)cc1	-8	i	1	0.8	-1	1	-4	2	0	-1
CN(C)CCCN1C(=O)C(O)=C(C(=O)c2cc3ccccc3o2)C1c1ccccc1 (stereo not given)	-9	i	0	0.5	-3	-17	-5	2	0	8
O=C(CCS(=O)(=O)c1ccc(Br)s1)NCc1cccs1	-1	i	3	-0.1	5	2	-10	1	0	-3
CCOC(=O)C1CCCN(C2=NC(=O)/C(=C/c3ccc(OC)cc3)S2)C1 (stereo not given)	-1	i	-1	0.5	-1	-27	2	1	7	-3
O=S1(=O)CC(N2CCCC2)CN1Cc1cn(Cc2cccc(Cl)c2)nn1 (stereo not given)	x	x	3	0.2	x	2	14	x	14	4
CC(CCc1ccccc1)NC(=O)CN(C)Cc1ccc(F)cc1 (stereo not given)	0	i	-1	-0.4	3	5	-5	-2	1	-2
COc1ccc(CN2CCOCC2)c(C)c1C	-3	i	6	-1.3	1	1	-4	-1	-2	-3
CCOC(=O)C(C)On1c(-c2ccccc2)nc2ccc([N+](=O)[O-])cc21 (stereo not given)	0	i	2	-1.2	-5	-21	-2	-6	-1	-6
O=C(COC(=O)CCCN1C(=O)c2cccc3cccc(c23)C1=O)Nc1cccc(Br)c1	-10	i	-2	2.6	-11	-10	9	1	-4	-4
CCCNC(=O)C1(C)CCCN(Cc2ccsc2)C1 (stereo not given)	x	i	-5	-1.9	-2	-1	0	-2	4	-4
O=C(OCCN1C(=O)c2ccccc2C1=O)c1ccco1	0	i	3	-0.5	-4	-6	6	-2	11	2
CC1=NN(C(=O)Cn2ccc([N+](=O)[O-])n2)C(O)(C(F)(F)F)C1 (stereo not given)	-7	i	-1	-0.6	-2	-6	8	-2	-2	-2
CSCCC(c1nc2ccccc2[nH]1)n1c(C)nc2ccccc21 (stereo not given)	x	x	5	-1.6	x	-3	10	x	2	-5
COc1ccc(N2CCN(C(CNC(=O)C(C)(C)C)c3ccco3)CC2)cc1 (stereo not given)	-9	i	0	-1.9	-1	2	-8	1	-4	3
CC(C)Cc1nnc(NC(=O)CCC(=O)NC2CCCc3ccccc32)s1 (stereo not given)	-9	i	-1	0.7	0	1	-2	-3	2	-2
O=C(CN1C(=O)NC2(CCCC2)C1=O)N1CCN(c2ccccc2Cl)CC1	-8	i	3	-1.0	1	3	5	-1	-1	-2
O=C(NCCS(=O)(=O)c1ccc(Br)cc1)c1ccccc1Cl	4	i	0	-1.1	3	-3	3	-2	-8	-4
COC(=O)c1scc(S(=O)(=O)C(C)C)c1N/N=C(\C#N)C(=O)c1ccc(Cl)cc1	-8	i	8	-1.2	-1	-10	0	1	7	-4
Nc1ncc(S(=O)(=O)c2ccc(Cl)cc2)c(N)n1	-13	i	1	-1.3	0	3	11	0	15	-3
N#CC1C(C#N)N2CCCN2C1c1ccc(Br)cc1 (stereo not given)	-5	i	0	-0.6	0	9	31*	0	-11	-3
S=C(Nc1ccccc1Cl)N1CCC(c2ccccc2)C1 (stereo not given)	-2	i	0	-1.9	1	0	6	0	-6	-1
CCOc1ccc(COC(=O)C2CC(=O)N(CCc3ccccc3)C2)cc1OC (stereo not given)	-2	i	-1	-0.8	1	2	11	4	-1	-1
CN(C)S(=O)(=O)c1cccc(CSc2cccc[n+]2[O-])c1	3	i	1	-2.2	3	-1	8	1	3	-6
CCOC(=O)C1CCCN(C(=O)C2CCC(CNS(=O)(=O)c3ccc(NC(C)=O)cc3)CC2)C1 (stereo not given)	-2	i	8	0.9	-1	0	-15	2	4	-3

Assay outcomes deposited in PubChem by Sanford-Burnham Center for Chemical Genomics.
